# SENP1 FRET inh = inhibitors of human SENP1 SUMO protease catalytic domain. Q9P0U3. recombinant SENP1 catalytic domain, CyPet-SUMO1-YPet FRET cleavage. inhibition, % at 10 µM. actives 0.21% (n = 360,000). AID 624204;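 active = inhibition at least 30% at 10 µM, raw YFP signal under a set limit, fluorescence ratio 0.5 to 1.5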;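 note: 0% = enzyme with DMSO and 100% = no enzyme wells; some results filed as inactive read as strong as hits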
#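 Material – human SENP1 catalytic domain · Input – SENP1 enzyme, 20 pM final · Compound dosing – single concentration of 10 µM compound, 0.5% DMSO final · Timing – enzyme reaction for 50 min at room temperature, dark · Measured by – FRET fluorescence in CFP and YFP emission channels · Control set – no-enzyme wells low, DMSO-plus-enzyme wells high control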
# SENP7 block = inhibitors of human SENP7 protease. recombinant SENP7, Z-RLRGG-aminoluciferin luminescence, 40 min. actives 1.5% (n = 330,000). inhibition, % at 5 µM. Q9BQF6;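 active = inhibition above about 50% at the single test dose, limit read from the data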;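 note: plate controls were DMSO with enzyme for no effect and no enzyme buffer wells for full effect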
# NLRP3 yeast inh = NALP3 inhibition in yeast | AID 2825 | inhibition, % at 10 µM | actives 0.39% (n = 330,000) | Yeast reconstituted NLRP3/ASC/caspase-1, beta-gal luminescence, 24 h;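 active = inhibition of 50% or more; inactive = inhibition below 50%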;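 note: plate controls were induced DMSO wells for no effect and uninduced yeast grown without galactose for full effect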
# SENP8 block-1 = blocks the human protease SENP8. purified SENP8, Z-RLRGG-aminoluciferin cleavage, luminescence. inhibition, % at 10 µM. actives 1.2% (n = 330,000). AID 2540; in the data active = inhibition above about 50%
# Target sequence (Q96LD8 whole entry, looked up): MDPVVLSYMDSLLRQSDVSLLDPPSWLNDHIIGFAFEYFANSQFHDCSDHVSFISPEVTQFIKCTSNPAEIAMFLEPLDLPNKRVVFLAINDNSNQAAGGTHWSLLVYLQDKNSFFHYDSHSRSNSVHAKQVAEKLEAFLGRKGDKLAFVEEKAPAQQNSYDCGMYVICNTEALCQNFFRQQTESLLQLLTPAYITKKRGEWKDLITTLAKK
# SENP6 inh = inhibitors of human SENP6 protease. Q9GZR1. inhibition, % at 10 µM. Recombinant SENP6 catalytic domain, aminoluciferin luminescence. actives 1.8% (n = 330,000);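 active = inhibition above about 50% at the single tested dose, limit read from the data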;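 note: plate controls were DMSO wells with enzyme for no effect and DMSO wells lacking enzyme for full effect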
# PfG6PD inh = PfG6PD (Plasmodium falciparum) enzyme inhibition; AID 504690; PfGluPho enzyme, NADPH resazurin-diaphorase fluorescence; actives 0.78% (n = 350,000); inhibition, % at 20 µM;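 active = inhibition reaching at least a set limit at 20 µM in the primary screen, cut at about 59% in these data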;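 note: 0% = DMSO wells with substrate and 100% = DMSO wells lacking glucose-6-phosphate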
# SENP8 block-2 = SENP8 (human) protease inhibition. Q96LD8. actives 0.64% (n = 360,000). AID 602440. recombinant SENP8, Nedd8 substrate fluorescence. inhibition, % at 20 µM; in the data active = inhibition mostly above about 40%, no sharp cut-off; inactive = mostly below about 27%
# HKDC1 inh = inhibitors of human hexokinase HKDC1; Q2TB90; recombinant HKDC1, G6PDH/diaphorase resazurin coupled fluorescence; inhibition, % at 20 µM; actives 0.16% (n = 340,000); AID 493160;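 active = inhibition above about 35% when tested at 20 µM, limit read from the data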;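 note: plate controls were DMSO wells with enzyme for no effect and DMSO wells lacking enzyme for full effect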
# Target sequence (Q2TB90 whole entry, looked up): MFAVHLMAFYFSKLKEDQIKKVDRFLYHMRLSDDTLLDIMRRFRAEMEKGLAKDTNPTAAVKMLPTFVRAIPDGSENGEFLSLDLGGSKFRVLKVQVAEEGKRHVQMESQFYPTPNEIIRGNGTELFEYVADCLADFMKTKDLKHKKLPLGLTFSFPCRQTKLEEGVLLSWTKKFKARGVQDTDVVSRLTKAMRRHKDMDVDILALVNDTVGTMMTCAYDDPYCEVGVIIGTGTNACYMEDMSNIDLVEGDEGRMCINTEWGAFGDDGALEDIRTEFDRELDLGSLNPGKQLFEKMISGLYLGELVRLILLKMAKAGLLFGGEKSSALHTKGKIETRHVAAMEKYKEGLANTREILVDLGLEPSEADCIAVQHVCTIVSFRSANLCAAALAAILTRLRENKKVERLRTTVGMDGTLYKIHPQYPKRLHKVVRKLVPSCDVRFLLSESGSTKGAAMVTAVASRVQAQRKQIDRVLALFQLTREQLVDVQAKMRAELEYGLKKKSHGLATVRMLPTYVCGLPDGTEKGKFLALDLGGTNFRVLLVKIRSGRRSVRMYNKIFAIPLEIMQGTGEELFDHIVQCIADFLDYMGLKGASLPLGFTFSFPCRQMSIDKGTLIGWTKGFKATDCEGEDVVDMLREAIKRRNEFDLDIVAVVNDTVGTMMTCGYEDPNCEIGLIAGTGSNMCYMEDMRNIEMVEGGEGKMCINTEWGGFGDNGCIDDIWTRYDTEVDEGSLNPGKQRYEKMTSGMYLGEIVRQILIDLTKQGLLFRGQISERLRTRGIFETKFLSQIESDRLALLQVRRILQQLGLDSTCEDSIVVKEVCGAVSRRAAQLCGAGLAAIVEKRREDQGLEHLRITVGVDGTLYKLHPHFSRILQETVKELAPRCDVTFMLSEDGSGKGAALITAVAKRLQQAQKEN
#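 Test system: recombinant HKDC1 (HK5) hexokinase enzyme, produced in-house; Amount: enzyme 5 µg/mL final; Buffer or medium: Tris pH 8.0 buffer with MgCl2, Tween-20, BSA, BME; Reagent: glucose and ATP substrates; Doses: 20 µM test compound, 1% DMSO; Incubation: 90 min reaction incubation at room temperature, dark; Detection: resorufin fluorescence at 613 nm.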
# Apaf1 inhib = blocks human Apaf-1 apoptosome activity; reconstituted apoptosome caspase-3 activity, DEVD-Rh110 fluorescence; AID 489030; actives 0.71% (n = 330,000); inhibition, % at 20 µM; active = inhibition of at least 40% at 20 µM;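 note: plate controls were DMSO wells for no effect and DEVD-CHO caspase inhibitor wells for full effect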
#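 Assay system – apoptosome proteins · Medium – Hepes buffer, pH 7.5 · Also added – cytochrome c with DEVD-Rh110 · Timing – 30 min compound preincubation, 50 min activation, room temperature · Detection – Rh110 fluorescence, excitation 480 nm, emission 540 nm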
# Starred values were filed as active, the others as inactive; nt = not tested or not shown. An unsorted share of the library. About 4.1% of those tested had a hit in this group.
SMILES,SENP1 FRET inh,SENP7 block,NLRP3 yeast inh,SENP8 block-1,SENP6 inh,PfG6PD inh,SENP8 block-2,HKDC1 inh,Apaf1 inhib
COc1cccc(NC(=O)CN(C)C(C)C(=O)Nc2cc([N+](=O)[O-])ccc2Cl)c1 (stereo unspecified),-1,-2,11,5,6,12,12,-2,-1
C=CCn1c(C)cc(C(=O)COC(=O)c2cncc(Br)c2)c1C,-4,-3,0,8,18,8,2,-5,25
Cc1cc(=O)oc2ccc(OCC(=O)N(Cc3ccc(F)cc3)Cc3ccco3)cc12,-1,0,-3,9,-16,2,-220,6,12
Cc1ccccc1N/C(SCc1ccc(Cl)cc1)=C(/C#N)C(=O)NCc1ccco1,-5,7,3,0,-2,15,-8,-1,17
CCOc1ccc(OCC)c(NC(=O)C2CCN(c3cnccn3)CC2)c1,-2,2,13,1,9,4,-397,-4,2
Cc1c(CC(=O)O)c(=O)oc2cc(OCc3ccc(F)cc3Cl)ccc12,3,7,9,-6,3,-28,-289,1,5
Cc1ccc(CSCC(=O)N(C)CC(=O)Nc2ccc(Cl)c(Cl)c2)cc1,0,-1,15,-12,-11,35,13,1,29
COc1ccccc1NC(=S)N(Cc1ccco1)Cc1cc2ccc(C)c(C)c2[nH]c1=O,-4,5,12,4,3,6,-17,-3,3
CCOP(=O)(c1ccc(N(C)C)cc1)C(O)c1ccccc1F (stereo unspecified),0,-7,0,-6,-11,-7,11,-1,6
O=C(CNS(=O)(=O)c1ccc(F)cc1)N1CCOCC1,1,-1,7,0,-14,-15,12,-4,0
CCN(CC)c1ccc(CN(C(=O)c2cccs2)C2CCS(=O)(=O)C2)cc1 (stereo unspecified),0,-2,9,14,11,1,6,-1,23
CCOC(=O)C1=C(CC)Nc2ccccc2N/C1=N\S(=O)(=O)c1ccccc1OC,1,11,11,2,2,-6,10,3,-7
CS(=O)(=O)Cc1cc(N2CCCC2)nc(-c2ccccc2)n1,4,-2,1,2,8,5,-44,-5,5
COC(=O)C1(C#N)C(c2ccccc2)C1(C(=O)OC)C(=O)OC (stereo unspecified),0,2,15,4,-4,-25,27,-11,5
O=C(NCC(=O)N1CCN(c2ccccc2)CC1)c1ccc(Cl)cc1,2,6,6,3,-13,1,22,-6,-2

# Part of the list above, set out differently.
smiles	SENP1 FRET inh	SENP7 block	NLRP3 yeast inh	SENP8 block-1	SENP6 inh	PfG6PD inh	SENP8 block-2	HKDC1 inh	Apaf1 inhib
COc1cccc(NC(=O)CN(C)C(C)C(=O)Nc2cc([N+](=O)[O-])ccc2Cl)c1 (stereo unspecified)	-1	-2	11	5	6	12	12	-2	-1
C=CCn1c(C)cc(C(=O)COC(=O)c2cncc(Br)c2)c1C	-4	-3	0	8	18	8	2	-5	25
Cc1cc(=O)oc2ccc(OCC(=O)N(Cc3ccc(F)cc3)Cc3ccco3)cc12	-1	0	-3	9	-16	2	-220	6	12
Cc1ccccc1N/C(SCc1ccc(Cl)cc1)=C(/C#N)C(=O)NCc1ccco1	-5	7	3	0	-2	15	-8	-1	17
CCOc1ccc(OCC)c(NC(=O)C2CCN(c3cnccn3)CC2)c1	-2	2	13	1	9	4	-397	-4	2
Cc1c(CC(=O)O)c(=O)oc2cc(OCc3ccc(F)cc3Cl)ccc12	3	7	9	-6	3	-28	-289	1	5
Cc1ccc(CSCC(=O)N(C)CC(=O)Nc2ccc(Cl)c(Cl)c2)cc1	0	-1	15	-12	-11	35	13	1	29
COc1ccccc1NC(=S)N(Cc1ccco1)Cc1cc2ccc(C)c(C)c2[nH]c1=O	-4	5	12	4	3	6	-17	-3	3
CCOP(=O)(c1ccc(N(C)C)cc1)C(O)c1ccccc1F (stereo unspecified)	0	-7	0	-6	-11	-7	11	-1	6
O=C(CNS(=O)(=O)c1ccc(F)cc1)N1CCOCC1	1	-1	7	0	-14	-15	12	-4	0
CCN(CC)c1ccc(CN(C(=O)c2cccs2)C2CCS(=O)(=O)C2)cc1 (stereo unspecified)	0	-2	9	14	11	1	6	-1	23
CCOC(=O)C1=C(CC)Nc2ccccc2N/C1=N\S(=O)(=O)c1ccccc1OC	1	11	11	2	2	-6	10	3	-7

# Continuation:
SMILES,SENP1 FRET inh,SENP7 block,NLRP3 yeast inh,SENP8 block-1,SENP6 inh,PfG6PD inh,SENP8 block-2,HKDC1 inh,Apaf1 inhib
O=C(NCc1ccccc1)NC(=O)c1ccccc1,0,-11,44,-8,-24,-19,32,2,2
O=C(COc1coc(CN2CCN(c3ccccc3)CC2)cc1=O)N1CCc2ccccc21,3,-10,25,-10,-18,-13,6,-7,13
Cc1cc(CNC(=S)Nc2cccc(Cl)c2Cl)nn1C,5,-1,13,-4,-27,-1,15,-7,-9
O=C(NNc1c2ccccc2nc2ccccc12)c1ccc(O)cc1O,-59,-5,29,-4,-12,-30,-235,-9,12
Cc1cc(=O)cc(C)n1-c1ccccc1Br,-2,1,2,3,11,-8,3,-5,-13
CC(C)(C)c1ccc(-c2c(C#N)c(N)nc3c2CCCC3)s1,-46,-3,13,3,-4,-8,-205,6,1
O=C(O)/C=C\C(=O)Nc1ccccc1C#Cc1ccccc1,1,-9,14,-18,-2,-13,-166,-5,9
CC(=O)N1c2ccccc2C(C)CC12CCCCC2 (stereo unspecified),0,0,30,12,-4,24,3,-1,15
Cc1ccccc1Nc1nc(N)nc(CSCc2c(C)noc2C)n1,-3,-4,14,-1,-2,-14,2,-4,16
O=C(NCc1cccc(C(F)(F)F)c1)C1CC2Cn3c(nc4ccccc43)C2N1Cc1ccccc1 (stereo unspecified),-1,6,24,-6,-13,11,12,-1,12
Cc1cc(Br)cc2c1NC(=O)C2(O)CC(=O)c1ccco1 (stereo unspecified),0,3,13,0,-4,7,11,-3,-7
COc1ccc2ccccc2c1CNCc1ccccn1,-1,-9,22,-5,-6,14,13,2,-2
CC1=C(C#N)C(NC(=O)C(C)(C)C)(C(F)(F)F)C(=O)N1 (stereo unspecified),0,5,-2,7,7,-2,14,-2,-6
CN(CCNC(=O)c1ccc(CS(=O)(=O)c2ccc(Br)cc2)o1)CCc1ccccc1,2,-4,-1,-7,-12,-17,19,2,-5
CCOC(=O)N1CCN(c2ncnc3nc[nH]c23)CC1,0,-1,13,-7,11,-1,15,-5,5

# Exported field by field: entries from further up
O=C(NCc1ccccc1)NC(=O)c1ccccc1
  SENP1 FRET inh = 0
  SENP7 block = -11
  NLRP3 yeast inh = 44
  SENP8 block-1 = -8
  SENP6 inh = -24
  PfG6PD inh = -19
  SENP8 block-2 = 32
  HKDC1 inh = 2
  Apaf1 inhib = 2

CN(CCNC(=O)c1ccc(CS(=O)(=O)c2ccc(Br)cc2)o1)CCc1ccccc1
  SENP1 FRET inh = 2
  SENP7 block = -4
  NLRP3 yeast inh = -1
  SENP8 block-1 = -7
  SENP6 inh = -12
  PfG6PD inh = -17
  SENP8 block-2 = 19
  HKDC1 inh = 2
  Apaf1 inhib = -5

# Next part:
SMILES,SENP1 FRET inh,SENP7 block,NLRP3 yeast inh,SENP8 block-1,SENP6 inh,PfG6PD inh,SENP8 block-2,HKDC1 inh,Apaf1 inhib
COc1cccc(C(=O)N(Cc2nc(-c3cccc(C)c3)no2)C(C)C)c1OC,0,2,9,2,-17,-6,15,-1,17
Cn1c(C(=O)OCC(=O)NCc2ccc(F)cc2)cc2occc21,-1,4,11,5,-6,12,15,-4,7
CCOc1ccc(NC(=O)c2ccccc2OCC(=O)c2ccc(C)cc2)cc1,1,2,-5,-4,-4,-6,14,-11,4
C=CCn1cnc2scc(-c3ccc(OC)cc3)c2c1=O,-7,-10,22,2,1,9,-40,-4,5
O=S(=O)(NCC1OCCc2ccccc21)c1ccccc1 (stereo unspecified),2,3,7,2,6,-11,12,-7,3
Cc1onc(-c2ccccc2Cl)c1C(=O)N1CCc2ccccc21,0,1,2,3,4,1,4,-4,-9
CCOC(=O)N1CCC(NC(=O)CN2C(=O)CCSc3ccccc32)CC1,1,-11,1,1,-8,-9,6,-5,-9
N#C/C(=C\c1ccccc1Cl)C(=O)Nc1ccccn1,-57,1,-2,-1,5,-3,-101,10,2
N#CC1=C(N)N(c2ccccc2)C(=O)C1,8,-13,8,-3,-7,10,32,0,1
O=C(COc1cccnc1[N+](=O)[O-])Nc1ccc(Cl)c(S(=O)(=O)N2CCOCC2)c1,2,4,1,5,4,0,4,0,-5
COC(=O)CNC(=O)CCC(=O)N1CCN(C(c2ccccc2)c2ccccc2)CC1,0,5,0,3,11,-13,4,-7,-1
COc1cccc(/C=N/NC(=O)c2nnn(-c3nonc3N)c2C(C)C)c1OCc1ccc(F)cc1,3,13,13,1,-7,8,-75,-1,12
CC1CCN(C(=O)COC(=O)CCCN2C(=O)c3cccc4cccc(c34)C2=O)CC1,-1,-4,4,8,-18,26,-271,-1,8
Cc1cc(Oc2cc(NN3CCCCC3)c([N+](=O)[O-])cc2[N+](=O)[O-])c(C(=O)c2ccccc2)cc1Cl,6,-1,-2,2,-4,-2,29,2,3
CSc1ccccc1NC(=O)c1cnc2scc(C)n2c1=O,3,4,5,-4,4,20,-128,-6,11
CCc1cc(=O)oc2cc(C)cc(OC(C)C(=O)NC3CCN(Cc4ccccc4)CC3)c12 (stereo unspecified),-3,13,5,1,7,-6,-252,-3,6
COCc1cc(C)nc2sc(C(=O)NCCO)c(-n3cccc3)c12,0,-3,1,-9,0,-5,12,-12,-5
O=C(O)CNS(=O)(=O)c1ccc2c(c1)Cc1cc(S(=O)(=O)NCC(=O)O)ccc1-2,0,1,3,-2,0,-29,9,0,4
CCOc1cc(C)c(Cl)cc1S(=O)(=O)N1CCCC1,-1,-6,4,-2,-1,11,11,-1,7
CC(C)(C)c1cc(O)c(C(C)(C)C)cc1O,nt,-6,1,-3,-7,nt,nt,nt,13
COC(=O)C1=C(C)N(Cc2ccccc2)C(=NCCc2c[nH]c3ccccc23)N[C@H]1c1cccc(C(F)(F)F)c1,-12,-4,2,-21,-18,24,-45,2,78*
O=C(NCC(c1ccc(F)cc1)N1CCOCC1)c1c(F)cccc1F (stereo unspecified),-2,4,-3,5,-11,1,10,-8,-9
CCOc1ccccc1NC(=O)c1oc2ccccc2c1NC(=O)C1CC1,0,-1,-3,1,0,12,-124,2,10
O=C1c2ccccc2C(=O)N1CCc1c[nH]c2ccccc12,1,-10,38,-1,11,6,12,-5,12
CNC(=S)N(CCc1ccc(OC)c(OC)c1)C1CC(=O)N(c2ccccc2)C1=O (stereo unspecified),0,-10,10,-4,8,8,29,-4,0
COC(=O)c1cc(NC(=S)N2CCN(C(=O)C3CCCO3)CC2)cc(C(=O)OC)c1 (stereo unspecified),1,-7,9,-5,0,-8,3,-8,12
O=C(COc1ccc(S(=O)(=O)N2CCOCC2)cc1)Nc1ccc2c(c1)OCCO2,1,4,4,10,-3,2,8,-14,-11
COC(=O)c1ccccc1-c1c2ccc(=N)cc-2oc2cc(N)ccc12,-42,-3,18,3,11,-236,28,-11,-332
CN(C)S(=O)(=O)c1cccc(NC(=O)CNCC2CCCCC2)c1,3,-5,13,-2,-13,1,15,-12,4

# Compound activity (PubChem BioAssay)
